Screening data from PubChem.
EBI2 block = blocks human EBI2 receptor beta-arrestin signaling. P32249. EBI2 beta-arrestin recruitment, luminescence, 7a,25-OHC stimulated. inhibition, % at 5 µM. hit rate 0.81% among 360,000. AID 651636; in the data active = inhibition above about 38%;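 note: enzyme fragment complementation signal reports receptor beta-arrestin coupling in cells; 0% = agonist plus DMSO wells and 100% = wells without agonist; some results beyond the cut were filed as inactive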
APJ antag = blocks the human apelin receptor APJ | P35414 | CHO-K1 APJ beta-arrestin complementation, luminescence | inhibition, % at 20 µM | hit rate 0.32% among 330,000 | AID 2521;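 active = inhibition above about 40% at 20 µM, limit read from the data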;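 note: cells challenged with 10 nM apelin-13 agonist together with compound; plate controls were apelin-13 plus DMSO wells for no effect and DMSO wells lacking apelin-13 for full effect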
Mdm2 MdmX PPI = inhibitors of human Mdm2/MdmX interaction | O15151+Q00987 | SaOS-2 split-luciferase Mdm2/MdmX complementation, luminescence | inhibition, % at 8 µM | hit rate 3% among 330,000 | AID 485346;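 active = inhibition of at least 50% at 8 µM in the primary screen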
Target sequence (O15151 whole entry, looked up): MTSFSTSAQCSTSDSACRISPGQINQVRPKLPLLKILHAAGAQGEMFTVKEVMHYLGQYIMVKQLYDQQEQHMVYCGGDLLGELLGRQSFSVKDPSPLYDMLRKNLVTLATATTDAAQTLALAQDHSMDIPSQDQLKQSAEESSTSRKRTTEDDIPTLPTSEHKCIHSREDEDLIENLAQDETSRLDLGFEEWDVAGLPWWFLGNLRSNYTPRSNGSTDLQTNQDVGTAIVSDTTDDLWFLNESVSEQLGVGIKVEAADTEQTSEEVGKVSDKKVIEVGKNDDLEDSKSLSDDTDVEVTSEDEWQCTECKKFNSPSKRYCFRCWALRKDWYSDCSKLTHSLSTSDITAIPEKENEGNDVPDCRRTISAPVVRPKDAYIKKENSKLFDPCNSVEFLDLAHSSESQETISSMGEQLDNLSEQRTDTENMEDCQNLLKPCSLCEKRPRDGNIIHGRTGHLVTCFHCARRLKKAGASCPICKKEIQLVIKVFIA
Target sequence (Q00987 whole entry, looked up): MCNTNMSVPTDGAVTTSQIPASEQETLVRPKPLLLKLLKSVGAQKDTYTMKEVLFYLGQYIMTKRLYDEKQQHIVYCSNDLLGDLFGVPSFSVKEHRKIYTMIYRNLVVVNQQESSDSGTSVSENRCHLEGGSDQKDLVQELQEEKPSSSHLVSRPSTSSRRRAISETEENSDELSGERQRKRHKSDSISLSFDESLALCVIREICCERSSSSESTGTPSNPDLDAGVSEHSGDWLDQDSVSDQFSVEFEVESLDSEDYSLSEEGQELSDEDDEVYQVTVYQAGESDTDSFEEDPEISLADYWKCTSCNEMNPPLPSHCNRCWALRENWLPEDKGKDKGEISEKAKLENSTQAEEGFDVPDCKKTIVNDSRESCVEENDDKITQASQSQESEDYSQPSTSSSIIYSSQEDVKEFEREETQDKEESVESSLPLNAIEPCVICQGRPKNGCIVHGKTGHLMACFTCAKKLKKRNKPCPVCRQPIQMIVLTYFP
tim23-1 inh = tim23-1 yeast growth inhibition; S. cerevisiae tim23-1 growth, BacTiter-Glo luminescence, 24 h; inhibition, % at 20 µM; hit rate 1.3% among 330,000; AID 463212;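 active = growth inhibition of the mutant yeast at or above 50%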;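 note: temperature-sensitive mutant grown at 25 °C; plate controls were DMSO-treated mutant yeast for no effect and medium wells lacking yeast for full effect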
UPR XBP1 act = adaptive UPR (XBP1) activation. AID 463104. hit rate 0.33% among 330,000. activation, % at 20 µM. CHO-XBP1 luciferase reporter, IRE1-XBP1 UPR activation, luminescence; percent of tunicamycin response, DMSO as zero;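 active = versus positive control, 20 µM dose yields 30% or more activation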;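 note: 100% = tunicamycin at 10 µg/mL and 0% = DMSO only wells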
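Material: CHO-XBP1 cells stably carrying IRE1-XBP1-driven luciferase reporter / Amount: 1000 cells per well / Compound: 20 µM, 1% DMSO / Times: 6 h treatment, 37 °C / Detection: luciferase luminescence / Measure: % activation of reporter signal versus tunicamycin and DMSO controls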
APJ ag = APJ receptor agonism; P35414; CHO-K1 APJ PathHunter beta-arrestin, luminescence; 0% DMSO wells, 100% apelin; activation, % at 20 µM; hit rate 0.11% among 330,000; AID 2520;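 active = activation more than six SD over the plate average, tested at 20 µM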;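 note: 0% = DMSO alone and 100% = apelin-13 at 10 nM; some results filed as inactive read as strong as hits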
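Material: engineered CHO-K1 APJ arrestin reporter cells; amount: 1000 CHO-K1 reporter cells seeded per well; incubation: compound stimulation 90 min at 25 °C, detection 60 min; signal: luminescent beta-gal fragment complementation, chemiluminescent substrate; read-out basis: APJ agonist activity; controls: DMSO-only wells as negative, 10 nM Apelin-13 as positive control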
CCR6 antag = antagonists of human CCR6 receptor; AID 493098; inhibition, % at 20 µM; hit rate 0.49% among 340,000; CHO-K1 CCR6 PathHunter beta-arrestin, luminescence, CCL20-stimulated; P51684;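 active = compounds whose inhibition of the agonist-driven luminescence signal at 20 µM reaches about 50%, limit read from the data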;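 note: cells stimulated with CCL20 at 14 nM final; plate controls were DMSO with CCL20 for no effect and DMSO without agonist for full effect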
CXCR6 block = blocks human CXCR6 beta-arrestin recruitment; hit rate 0.36% among 360,000; inhibition, % at 20 µM; CHO-K1 PathHunter CXCR6 beta-arrestin, luminescence; O00574; in the data active = inhibition above about 34%, passing the limit was not always enough;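 note: antagonist mode with CXCL16 agonist at 10 nM final; 0% = 10 nM CXCL16 with DMSO and 100% = unstimulated wells without agonist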
CHOP UPR activ = activators of apoptotic arm of unfolded protein response (CHOP); CHO-CHOP luciferase reporter, UPR activation, luminescence; percent of tunicamycin response over DMSO baseline; activation, % at 10 µM; hit rate 0.34% among 330,000; AID 449763;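 active = at 10 µM dose, activation of 40% or more, normalized to positive control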;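 note: 100% = tunicamycin at 10 µg/mL and 0% = DMSO alone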
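System: CHO CHOP reporter cells. Amount: 500 cells per well. Buffer or medium: F12 medium, 10% FBS. Compound dosing: one dose, 10 µM in 0.5% DMSO. Incubation: 6 h compound exposure at 37 °C after overnight seeding. Technique: Steady-Glo luciferase luminescence. Benchmarks: tunicamycin and DMSO controls.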
* = called active by the depositor; x = no result given.

SMILES	EBI2 block	APJ antag	Mdm2 MdmX PPI	tim23-1 inh	UPR XBP1 act	APJ ag	CCR6 antag	CXCR6 block	CHOP UPR activ
O=C1CSc2ccc(C(=O)Nc3cccc(S(=O)(=O)Nc4ccc(Br)cc4)c3)cc2N1	5	-9	28	-2	-2	-1	2	-1	-0.3
CCOC(=O)n1c(=O)n(Cc2cccc(C)c2)c2ccccc21	-3	3	18	59*	1	-2	13	8	-0.8
O=C(CCCc1c[nH]c2ccccc12)Nc1ccc2ccccc2c1	27	3	19	32	-3	-3	8	-1	0.6
CC(C)OC(=O)CSc1nnc(-c2ccccc2)n1N	-3	-2	5	2	2	-2	-1	4	-2.9
COc1cc(/C=N/NC(=O)c2cnn3c(C)cc(-c4ccccc4)nc23)ccc1O	-17	-11	31	-3	5	4	28	-5	-1.1
O=c1c2c3c(sc2nc2sc(CN4CCCCC4)cn12)CCCC3	x	-18	-62	5	2	1	x	x	2.6
CCOC(=O)c1cc(-c2ccccc2)n(CCC(=O)N2CCN(c3ccccc3OC)CC2)c1C	32	3	24	26	-4	-2	7	9	2.7
CC1(C(=O)OCC(=O)Nc2nc(-c3ccc(F)c(F)c3)cs2)CC1(Cl)Cl (stereo not given)	-4	-20	42	23	3	10	-1	10	-1.2
CC1(C)CC(=O)C=C(NCCN2CCN(C(=O)Nc3ccc(Cl)c(Cl)c3)CC2)C1	6	-13	-6	-2	-3	-2	35	2	0.4
O=C(O)c1cccc([N+](=O)[O-])c1C(=O)Nc1nc2ccccc2s1	9	-1	-22	12	-2	0	-7	-2	-0.3
CCOC(=O)C1=C(C)NC(=O)NC1c1ccc([N+](=O)[O-])o1 (stereo not given)	-9	-5	-13	4	5	-2	3	-12	1.1
O=C(CC1CCCCC1)NCC1CCCO1 (stereo not given)	-5	6	13	18	0	10	-2	-5	0.8
C=CCN1/C(=C(\C#N)C2=NS(=O)(=O)c3ccccc32)N(C)c2ccccc21	-17	-1	14	17	-1	0	8	2	0.1
CCc1ccccc1NC(=O)C1=CC(c2cccs2)=NS(=O)(=O)N1C	4	-3	-10	21	0	5	15	-1	-1.1
CCN1CCN(C(=S)Nc2cccc(C(F)(F)F)c2)CC1	-15	-3	35	-4	-1	-1	-11	-9	-1.5
Cn1c(CNC(=O)c2cccs2)nnc1SCC(=O)Nc1ccc(Cl)cc1	4	-8	-4	-9	-3	-1	1	5	-0.5
O=C1/C(=C/c2cccnc2)SC(=S)N1Nc1ccccc1	-1	-9	0	32	-2	6	7	-3	0.6
CSc1nc2[nH]ncc2c(=O)n1-c1ccccc1	-12	2	3	-4	-1	-2	5	-1	-1.3
O=S(=O)(c1cnc(Cl)c(Br)c1)N1CCCCCC1	-5	12	3	-1	1	-2	5	-2	0.7
COc1ccc(-c2csc(NC(=O)c3nc(-c4ccccc4)oc3C)n2)cc1	12	8	7	4	-4	-3	7	-2	-0.4
C=CCn1c(=O)c2c(nc3n2CCCN3Cc2ccccc2)n(C)c1=O	-2	20	13	10	0	-9	21	9	0.7
CC#CCN1c2ccccc2[C@]23C[C@@H](C(=O)OC)N(C(=O)c4ccc(Br)cc4)C2=NC(C(=O)OC)=C(C(=O)OC)[C@H]13	x	14	96*	24	2	-5	5	x	9.0
Cc1cc(C(=O)NCCN2CCN(c3cccc(Cl)c3)CC2)n(-c2ccccc2)n1	-6	4	53*	11	1	0	0	-5	1.9
Cn1c(=O)c2c(ncn2CC(=O)OCC(=O)Nc2ccccc2)n(C)c1=O	5	-3	-28	11	-3	0	-6	-2	0.0
CC(NC(=S)Nc1c(Br)cccc1OC(F)F)C(C)(C)C (stereo not given)	-21	-2	5	32	-3	2	-24	-10	0.1

Two entries picked at random from those above, as already listed:
SMILES	EBI2 block	APJ antag	Mdm2 MdmX PPI	tim23-1 inh	UPR XBP1 act	APJ ag	CCR6 antag	CXCR6 block	CHOP UPR activ
COc1ccc(-c2csc(NC(=O)c3nc(-c4ccccc4)oc3C)n2)cc1	12	8	7	4	-4	-3	7	-2	-0.4
CCOC(=O)c1cc(-c2ccccc2)n(CCC(=O)N2CCN(c3ccccc3OC)CC2)c1C	32	3	24	26	-4	-2	7	9	2.7

Later entries:
SMILES	EBI2 block	APJ antag	Mdm2 MdmX PPI	tim23-1 inh	UPR XBP1 act	APJ ag	CCR6 antag	CXCR6 block	CHOP UPR activ
CN(Cc1ccc(F)cc1)C(=O)c1ccc(NC(=O)CC2SC(N3CCCC3)=NC2=O)cc1 (stereo not given)	5	18	13	-17	0	-7	1	1	0.9
CC1CCCCN1C(=O)CCS(=O)(=O)Cc1ccccc1 (stereo not given)	-3	11	-32	14	2	1	12	-2	1.3
Nc1nc(SCC(=O)O)[nH]c(=O)c1NC(=O)c1ccco1	-13	-11	1	12	2	1	6	-17	0.1
COc1ccc(CNC(=O)Nc2cc(C)cc(C)c2)cc1	-1	-10	5	-10	1	-6	0	8	1.3
CC(C)C(=O)Nc1ncc(Cc2ccc(Cl)cc2)s1	-23	-36	6	38	2	8	-11	-12	1.1
O=C(CN1CCCCC1)Nc1c2c(nc3ccccc13)N(c1ccccc1)CC2	-26	1	39	12	56*	2	10	-1	3.4
Fc1ccc(C2=CC(c3ccco3)n3ncnc3N2)cc1 (stereo not given)	5	-15	0	28	1	-5	13	6	-0.2
O=C(CNC(=O)c1ccc(S(=O)(=O)N2CCCCC2)cc1)N/N=C/c1ccco1	-2	-17	-7	14	-2	-3	5	1	-1.4
CCOC(=O)C(C(C)=O)C(c1ccc(OC)cc1)C(C(C)=O)C(=O)OCC (stereo not given)	-24	22	-12	22	-5	-5	-8	-4	-0.3
Cc1ccc2c(c1)-c1c(ssc1=S)C(C)(C)N2C(=O)CSc1nncn1C	13	27	5	17	3	-1	25	12	-1.2
CCCC(C(=O)NCc1ccc(OC)cc1)N(Cc1ccco1)C(=O)c1snc(C(N)=O)c1N (stereo not given)	7	-9	9	25	-2	-1	6	0	-1.9
O=C(NCCc1ccc2c(c1)OCCO2)c1cccc(F)c1	-3	-5	-11	14	-1	-2	13	-1	0.6
O=C(O)CSc1nnc(COc2cccc3ccccc23)o1	1	-10	-6	5	-5	-5	-2	-2	-1.0
COc1cc2cc(-c3ccc(OC)c(OC)c3C)nc(N)c2cc1OC	-21	10	94*	4	16	2	1	-15	-0.4
Cc1cc(Cl)c2oc(C(=O)N(C)CCc3cnn(C)c3)c(C)c2c1	6	-9	1	20	-2	-3	4	13	2.1
COc1ccc2oc3cc(C)[n+]([O-])c(-c4ccc(C)cc4)c3c2c1	-10	9	1	39	-3	0	11	3	-2.5
COc1cccc(C2C(C#N)=C(N)Oc3cc(N)ccc32)c1OC (stereo not given)	-10	-2	-9	11	-3	-3	8	3	-0.1
Cc1ccc(OCCCC(=O)Nc2nncs2)cc1	-3	-12	10	4	-2	-1	15	-2	-0.7
Nc1nn2cc(-c3ccc(Br)cc3)nc2c2ccccc12	41	-12	-121	77*	10	3	-13	-8	6.5
Cc1ccc(NC(NC(=O)c2ccccn2)C(Cl)(Cl)Cl)cc1 (stereo not given)	7	-3	-4	21	-4	3	7	-4	0.5
Cn1cc(CCC(=O)N2CCCC(CCC(=O)NCc3ccccc3F)C2)cn1 (stereo not given)	1	-3	23	5	-1	-1	-2	-8	1.4
CCOc1nc(-c2ccc(Cl)cc2Cl)ccc1C#N	-5	12	0	9	-1	-5	-4	6	-2.1
CCN1N=C(c2ccccc2)Cn2c1nc1ccccc12	6	-2	-19	52*	4	-5	19	-8	-0.7
O=CN1c2ccccc2CSc2ccccc21	-2	14	12	14	1	-3	3	0	0.4
CCN(CC)Cc1cc(C(C)=O)ccc1OCC(C)C	2	25	7	-7	-2	-7	3	-4	-0.3

More entries:
SMILES	EBI2 block	APJ antag	Mdm2 MdmX PPI	tim23-1 inh	UPR XBP1 act	APJ ag	CCR6 antag	CXCR6 block	CHOP UPR activ
Cc1ccc(-c2nnc(Nc3ccc4c(c3)nc(C)n4C)c3ccccc23)cc1	-7	14	19	13	4	-5	16	7	2.9
Cc1cc(=O)oc2cc(OCC(=O)NC3CCN(Cc4ccccc4)CC3)ccc12	-2	4	-6	-1	-5	3	13	0	0.7
CC1(C)CC2CC(C)(CN2C(=O)COC(=O)c2ccc(Cl)c(N)c2)C1 (stereo not given)	-4	15	-7	25	-2	-4	-6	-7	-0.1
CNC(=O)c1ccc(=O)n(Cc2cccc(C(F)(F)F)c2)c1	8	6	3	0	-2	-1	0	1	-0.5
CCc1ccc(NC(=O)C2CCN(S(C)(=O)=O)CC2)cc1	-3	5	7	6	6	-6	-2	1	-1.5
FC(F)(F)c1cccc(NC(=S)NNC(=S)Nc2ccc(Cl)cc2)c1	x	0	80*	65*	5	-2	x	x	1.2
O=C(COc1ccc(-c2ccccc2)cc1)N1CCCC1	4	-1	-22	18	-3	2	5	-2	1.5
N#C/C(=C\c1cccc(OCC(=O)O)c1)c1nc2ccccc2[nH]1	-14	2	16	1	-7	-4	13	1	0.9
Cn1c(=O)cc(C(=O)N/N=C/c2ccc(F)cc2)[nH]c1=O	-15	-12	16	9	-1	0	5	-9	0.3
CCOc1c(OC)cccc1C1CC(=O)Nc2cc(OC)c(OC)cc21 (stereo not given)	-10	-15	12	-11	0	-3	5	7	0.2
O=C(CN1CCOc2ccccc21)NC1CC1	-1	-6	34	7	3	0	3	-10	-1.1
Cc1sc2ncnc(N3CCC(C(=O)NNC(=O)COc4ccccc4F)CC3)c2c1C	16	-26	-5	5	-2	4	-6	-13	-1.3
CC(=O)Nc1ccc(S(=O)(=O)Nc2cc3c(cc2C(C)=O)OCO3)cc1	4	9	1	-5	-5	-1	1	-9	-1.3
COCc1cc(=O)[nH]c2cc(NC(=O)C(F)(F)F)c(C)cc12	-2	-10	-7	-12	-2	-1	9	-8	-0.4
CCN(CC)C(=O)C1CCN(S(=O)(=O)c2ccc(C3CNC(=O)C3)cc2)CC1 (stereo not given)	-7	3	12	3	-1	0	-8	-2	-1.7
Cc1cccc2c(CC(=O)O)noc12	-7	-3	-19	27	-4	0	1	2	-1.6
Clc1ccccc1-c1ccc(/C=N/Nc2nncc(-c3ccccc3)n2)o1	7	-10	41	4	41*	-2	5	11	-1.2
O=C(CNC(=O)c1ccc(OC(F)F)cc1)NCC1(N2CCOCC2)CCCCC1	2	-4	-16	13	0	-2	-3	7	-0.5
COCCSc1ccccc1C(=O)Nc1cccnc1	-4	10	-7	16	0	-3	-13	-4	-0.4
COc1cccc(-c2nnc(SCC(=O)N3CCOCC3)o2)c1	-1	3	-3	-4	2	-1	-5	-5	1.4
O=C(CCCCCn1c(=S)[nH]c2ccc(N3CCOCC3)cc2c1=O)NCc1ccc(Cl)cc1	40	-9	22	-12	7	-3	10	-4	-0.1
COc1cccc(OCCn2cc(/C=N/NC(=O)c3ccncc3)c3ccccc32)c1	12	2	-10	25	3	0	39	6	3.4
Nc1cccc(C(=O)OCC(=O)NC2CCCc3ccccc32)c1 (stereo not given)	2	-10	-3	19	0	-3	-7	13	-0.7
CC(Oc1ccc(Cl)cc1Cl)C(=O)NC1CCSC1=O (stereo not given)	-8	38	23	8	0	1	9	4	0.2

A portion of the library; the hit share may differ from the screen's.
